TAG inh: inhibitors of triacylglycerol accumulation | inhibition, % at 12.5 µM | H9c2 cells, Nile Red lipid (TAG) fluorescence; cells loaded with 200 µM oleic acid | actives 0.66% (n = 230,000);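 active means pattern-corrected inhibition of lipid staining of at least 50% with the nuclear-stain viability signal not falling by more than 50%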;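 further: 0% = DMSO wells and 100% = triacsin C control wells; some results filed as inactive read as strong as hits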
TAG inh DAPI viability: also measured in TAG inh; calls as there; DAPI nuclei signal change (viability), lower = more cytotoxic, %;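 whole-well DAPI fluorescence read on a plate reader as a viability signal; minus 50 percent equals half of cells still viable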
* marks the source's active call; other numbers are inactive results.

Compound,TAG inh,TAG inh DAPI viability
O=C(CSc1nc(-c2ccccc2)cs1)NCc1ccco1,-5,6
O=C(NC(CCl)c1ccccc1)c1ccc(Cl)cc1 (stereo not drawn),-21,4
C[C@@H]1CN([C@@H](C)CO)C(=O)CCCn2nncc2CO[C@H]1CN(C)S(=O)(=O)c1ccc2c(c1)OCCCO2,-21,11
CCOC(=O)c1cccc(NC(=O)CN2C(=O)C3CC=CCC3C2=O)c1 (stereo not drawn),13,10
Cc1ccc(-c2n[nH]c(S(C)(=O)=O)c2C#N)cc1,0,-3
COc1cccc(-n2c(CN3CCN(c4ccccn4)CC3)nc3ccc([N+](=O)[O-])cc3c2=O)c1,15,-5
Cc1ccc(S(=O)(=O)Nc2cc(NC(=O)CN3CCOCC3)ccc2Cl)cc1,-3,2
Cn1cnc(S(=O)(=O)Nc2ccccc2C(=O)NCC2CC2)c1,-1,2

Continued.
Compound,TAG inh,TAG inh DAPI viability
CCS(=O)(=O)N1CCC(C(=O)NCc2ccc(OC)cc2)CC1,0,-3
O=C1c2ccc3c4c(ccc(c24)C(=O)N1c1ccc(O)cc1)C(=O)N(c1ccc(O)cc1)C3=O,-11,2
CC(=O)c1c(C)oc2ccc(N(C(=O)c3ccncc3)S(=O)(=O)c3ccccc3)cc12,-25,-6
COc1ccccc1N1CCN(C(=O)COc2ccc(C)cc2Br)CC1,33,-10
Cc1cc(C)cc(Oc2ccccc2/C=N\O)c1,-4,6
Cc1onc(-c2c(F)cccc2Cl)c1C(=O)NCc1ccc2c(c1)OCO2,-9,0
CC(=O)Nc1ccc(S(=O)(=O)N(C)c2ccc(OCC(=O)OCC(=O)Nc3ccc(OC(F)F)cc3)cc2)cc1,-16,4
Cn1nnnc1SCc1nc2ccccc2[nH]1,8,-5

Following part
Compound,TAG inh,TAG inh DAPI viability
O=C(CN1CCN(S(=O)(=O)c2ccc3c(c2)OCCCO3)CC1)N1CCc2ccccc21,0,-14
O=C(NC1CCS(=O)(=O)C1)/C(=C\c1ccc(F)cc1)NC(=O)c1ccccc1 (stereo not drawn),7,-9
COc1ccc(N2CCN(C(=O)Cn3cncn3)CC2)cc1,9,2
N/C(=N/OCC(=O)Nc1cccc2ccccc12)c1nonc1N,-5,-3
COc1ccc(Oc2ccccc2C=O)cc1,7,4
O=C(COc1ccc(S(=O)(=O)N2CCOCC2)cc1)NCC1CCCO1 (stereo not drawn),-4,7
Cc1c(C(=O)N/N=C/c2ccc(Cl)cc2)[nH]c2ccc(Cl)cc12,42,-32
CCOc1ccc(S(=O)(=O)N2CN(c3cccc(C(C)=O)c3)c3nc4ccccc4nc32)cc1,25,2

Next part.
Compound,TAG inh,TAG inh DAPI viability
COCCCNc1nc2c(c(=O)[nH]c(=O)n2C)n1CC(O)COc1cccc(C)c1 (stereo not drawn),9,-12
CC1CCc2ccccc2N1C(N)=Nc1ccccc1 (stereo not drawn),12,-7
COc1ccc(-c2cn3nc4c(nc3n2)CCCC4)cc1,-8,1
O=C(COC(=O)CCCOc1ccccc1)NC1CCS(=O)(=O)C1 (stereo not drawn),1,-5
O=C(CN1CCN(S(=O)(=O)c2ccccc2)CC1)Nc1ccnn1C1CCCC1,5,-1
Cn1cc(Cc2ccccc2)c(=O)c(Cc2ccccc2)c1,-1,-2
COc1cc(SC)ccc1C(=O)NC(C)C,-8,-1
CCOc1cc(C=NN2CCCCCC2)ccc1O,-8,-8

The list goes on:
Compound,TAG inh,TAG inh DAPI viability
CCCCC(=O)N/N=C(\C)CC(=O)Nc1ccccc1Br,-2,-3
Cn1nccc1C(=O)Nc1ccc(S(=O)(=O)N2CCCC2)cc1,8,10
COc1ccc(CCN(C)C(=O)CN2C(=O)NC3(CCCCC3C)C2=O)cc1OC (stereo not drawn),-8,2
Cc1ccc(N=Nc2cc(C)ccc2N)cc1,16,5
CCCCN(C(=O)c1cccc(S(=O)(=O)N(C)c2ccc(C)cc2)c1)c1c(N)n(CCCC)c(=O)[nH]c1=O,12,-3
CC(=O)O[C@H]1CC[C@@]2(C)[C@@H](CC[C@@H]3[C@@H]2CC[C@]2(C)[C@@H](C(C)(C)O)C[C@@H]32)C1,13,3
O=C(CCn1cnc2ccccc2c1=O)Nc1ccc2c(c1)OCCO2,9,-12
COc1ccc(N2CCOCC2)c(NC(=O)c2cccs2)c1,-20,-1

(further entries)
Compound,TAG inh,TAG inh DAPI viability
COc1ccc(NC(=O)Cn2c(=O)oc3cc(S(=O)(=O)N4CCCC4)ccc32)c(OC)c1,-3,6
CCc1noc(C)c1C(=O)Nc1nc(-c2ccccc2)cs1,14,-2
CCOC(=O)c1ccc(S(=O)(=O)N2CCC(N3CCCCCC3)CC2)cc1,-11,10
Cc1cc(C)c(NC(=O)C(C)(C)C)c(Cl)c1,18,-18
CCn1nc(C(=O)Nc2ccc(N3CCOCC3)cc2)c2ccccc2c1=O,-16,11
CC1(C)Cc2c(cnn2-c2ccccc2)C(NC(=O)CCc2ccncc2)C1 (stereo not drawn),10,-2
Cc1nnc2sc(-c3csc4c3CCCC4)nn12,7,1
Clc1ccc(-c2n[nH]c3c2CCCC3)cc1,5,-6

Continued.
Compound,TAG inh,TAG inh DAPI viability
Cc1ccc(NC(=O)CSc2ccc(Br)cc2)cc1S(=O)(=O)N1CCOCC1,-22,-3
Cc1ccc(S(=O)(=O)N2CCN(C(=O)COC(=O)/C=C/c3cccc([N+](=O)[O-])c3)CC2)c(C)c1,20,-2
COc1ccccc1NC(=O)CSc1ccc(-c2ccco2)nn1,13,2
CCS(=O)(=O)Nc1ccc(C(=O)CC2(O)C(=O)Nc3ccccc32)cc1 (stereo not drawn),29,-10
COc1ccc(C(=O)N2CCN(c3ccc(F)cc3)CC2)cc1S(=O)(=O)NC1CC1,3,-2
CC(=O)Nc1cc(-c2ccccc2CN(C)C)cn2c(-c3ccc(C(C)=O)cc3)cnc12,21,-10
C(=C\c1sc(Nc2ccccc2)n[n+]1-c1ccccc1)/c1ccccc1,0,5
Cc1nc(C)c(C(=O)N/N=C/c2c[nH]c3ccccc23)s1,18,-2

Other structures.
Compound,TAG inh,TAG inh DAPI viability
COc1ccc(NC(=O)CSc2nnc(N)s2)cc1S(=O)(=O)N1CCCCC1,-15,2
COc1cccc(NC(=O)C2(C)CCN2CC2CCCCC2)c1 (stereo not drawn),3,-4
Cc1c(Cl)cccc1NC(=S)N1CCN(c2ccc([N+](=O)[O-])cn2)CC1,7,-6
Cc1cccc(-n2c(C)nc3c(cnn3-c3ccc(F)cc3)c2=O)c1,-81,4
C[C@@H]1CC[C@]2(C(=O)O[C@@H]3O[C@H](CO)[C@@H](O)[C@H](O)[C@H]3O)CC[C@]3(C)C(=CCC4[C@@]5(C)C[C@@H](O)[C@H](O)[C@@](C)(C(=O)O[C@@H]6[C@H](O)C[C@@]7(C)C(CC[C@]8(C)C7CC=C7[C@H]9[C@](C(=O)O[C@@H]%10O[C@H](CO)[C@@H](O)[C@H](O)[C@H]%10O)(CC[C@@H](C)[C@@]9(C)O)CC[C@]78C)[C@@]6(CO)C(=O)O)C5CC[C@]43C)[C@@H]2[C@]1(C)O (stereo partly drawn),9,2
Cc1cc(OCc2cc(C(=O)N(C)C3CCOCC3)no2)cc(C)c1Cl,-9,4
CCN(CC(=O)NCCc1ccc(F)cc1)Cc1nc2ccccc2c(=O)[nH]1,11,-3
NCCCC(=O)N1c2ccccc2Sc2ccccc21,-2,-2

New compounds follow
Compound,TAG inh,TAG inh DAPI viability
O=C(CN1C(=O)NC2(CCCC2)C1=O)NCCN1C(=O)S/C(=C\c2ccccc2F)C1=O,3,-4
CC1(C)CC(=O)C(CC(=O)NC(=O)NCc2ccccc2)=C(O)C1,9,-7
C/C(N)=C(/C#N)C(=O)CSc1nc2ccccc2c(=O)n1Cc1ccc(F)cc1,-3,-2
O=C(O)/C=C/C(=O)NCc1csc2ccccc12,-7,1
CCOc1ccc(NC(=O)CSc2nnc(C3CC3)n2C)cc1,-16,-6
COc1ccc(/C=N/NC(=O)c2ccccc2O)cc1COc1ccccn1,8,-3
O=C(Nc1ccc2oc(-c3ccccc3F)nc2c1)c1ncn[nH]1,-11,-1
COCC(C)n1c(C)cc(C(=O)COc2ccc(C)nc2[N+](=O)[O-])c1C (stereo not drawn),4,-7

Next structures follow.
Compound,TAG inh,TAG inh DAPI viability
O=C(COC(=O)c1ccc(OC(F)(F)F)cc1)Nc1ncccn1,18,-28
COc1ccc(N(CC(=O)Nc2ccc3c(c2)OCCO3)S(=O)(=O)c2cccnc2)cc1,-6,-4
O=C(c1cncs1)N1CCCC(CNS(=O)(=O)c2cccs2)C1 (stereo not drawn),2,2
CN(C)c1ccccc1C(=O)N1CCCC(C(=O)c2ccc3ccccc3c2)C1 (stereo not drawn),-14,-1
CC(=O)[C@@]1(O)CC[C@H]2[C@@H]3C[C@H](C)C4=CC(=O)C=C[C@]4(C)[C@@]3(F)[C@@H](O)C[C@@]21C,24,6
COc1ccc(NS(=O)(=O)c2ccc(C)c(C(=O)N3CCC3)c2)cc1,-2,-5
NS(=O)(=O)c1cc(C(=O)OCC(=O)N2CCc3ccccc3C2)ccc1Cl,7,-2
CSc1ccc(/C=C/C(=O)N2CCCN(C)CC2)cc1,-5,48
CC12CCC(C(=O)NCc3ccc4c(c3)OCO4)(C(=O)C1=O)C2(C)C (stereo not drawn),3,-12
COc1ccc(CN2CCCC(CNC(=O)c3ccc(F)cc3)C2)c(C)c1C (stereo not drawn),-3,23
COc1cccc(CN(C)C(=O)c2cc(S(=O)(=O)NC3CCCCC3)ccc2C)c1OC,-3,-11

3 structures already listed, ordered by SMILES length, falling:
Compound,TAG inh,TAG inh DAPI viability
COCC(C)n1c(C)cc(C(=O)COc2ccc(C)nc2[N+](=O)[O-])c1C (stereo not drawn),4,-7
Cn1cnc(S(=O)(=O)Nc2ccccc2C(=O)NCC2CC2)c1,-1,2
CCOc1ccc(NC(=O)CSc2nnc(C3CC3)n2C)cc1,-16,-6

Given with two lines to a compound: entries from further up
The line under a structure holds: TAG inh, TAG inh DAPI viability
- COc1cccc(NC(=O)C2(C)CCN2CC2CCCCC2)c1 (stereo not drawn)
→ 3, -4
- Cc1c(Cl)cccc1NC(=S)N1CCN(c2ccc([N+](=O)[O-])cn2)CC1
→ 7, -6
- Cc1cccc(-n2c(C)nc3c(cnn3-c3ccc(F)cc3)c2=O)c1
→ -81, 4
- C[C@@H]1CC[C@]2(C(=O)O[C@@H]3O[C@H](CO)[C@@H](O)[C@H](O)[C@H]3O)CC[C@]3(C)C(=CCC4[C@@]5(C)C[C@@H](O)[C@H](O)[C@@](C)(C(=O)O[C@@H]6[C@H](O)C[C@@]7(C)C(CC[C@]8(C)C7CC=C7[C@H]9[C@](C(=O)O[C@@H]%10O[C@H](CO)[C@@H](O)[C@H](O)[C@H]%10O)(CC[C@@H](C)[C@@]9(C)O)CC[C@]78C)[C@@]6(CO)C(=O)O)C5CC[C@]43C)[C@@H]2[C@]1(C)O (stereo partly drawn)
→ 9, 2
- Cc1cc(OCc2cc(C(=O)N(C)C3CCOCC3)no2)cc(C)c1Cl
→ -9, 4
- CCN(CC(=O)NCCc1ccc(F)cc1)Cc1nc2ccccc2c(=O)[nH]1
→ 11, -3
- NCCCC(=O)N1c2ccccc2Sc2ccccc21
→ -2, -2
- O=C(CN1C(=O)NC2(CCCC2)C1=O)NCCN1C(=O)S/C(=C\c2ccccc2F)C1=O
→ 3, -4
- CC1(C)CC(=O)C(CC(=O)NC(=O)NCc2ccccc2)=C(O)C1
→ 9, -7
- C/C(N)=C(/C#N)C(=O)CSc1nc2ccccc2c(=O)n1Cc1ccc(F)cc1
→ -3, -2
- O=C(O)/C=C/C(=O)NCc1csc2ccccc12
→ -7, 1
- CCOc1ccc(NC(=O)CSc2nnc(C3CC3)n2C)cc1
→ -16, -6
- COc1ccc(/C=N/NC(=O)c2ccccc2O)cc1COc1ccccn1
→ 8, -3
- O=C(Nc1ccc2oc(-c3ccccc3F)nc2c1)c1ncn[nH]1
→ -11, -1
- COCC(C)n1c(C)cc(C(=O)COc2ccc(C)nc2[N+](=O)[O-])c1C (stereo not drawn)
→ 4, -7
- O=C(COC(=O)c1ccc(OC(F)(F)F)cc1)Nc1ncccn1
→ 18, -28
- COc1ccc(N(CC(=O)Nc2ccc3c(c2)OCCO3)S(=O)(=O)c2cccnc2)cc1
→ -6, -4
- O=C(c1cncs1)N1CCCC(CNS(=O)(=O)c2cccs2)C1 (stereo not drawn)
→ 2, 2
- CN(C)c1ccccc1C(=O)N1CCCC(C(=O)c2ccc3ccccc3c2)C1 (stereo not drawn)
→ -14, -1
- CC(=O)[C@@]1(O)CC[C@H]2[C@@H]3C[C@H](C)C4=CC(=O)C=C[C@]4(C)[C@@]3(F)[C@@H](O)C[C@@]21C
→ 24, 6
- COc1ccc(NS(=O)(=O)c2ccc(C)c(C(=O)N3CCC3)c2)cc1
→ -2, -5
- NS(=O)(=O)c1cc(C(=O)OCC(=O)N2CCc3ccccc3C2)ccc1Cl
→ 7, -2
- CSc1ccc(/C=C/C(=O)N2CCCN(C)CC2)cc1
→ -5, 48

Assay outcomes (PubChem BioAssay)

Only part of the results is shown. The share of hits here may be higher or lower than overall.
